MEKK2wt PB1 HTS: raises or lowers MEK5 binding to wildtype human MEKK2 PB1 domain | Q9Y2U5 | bead flow cytometry, Alexa488-MEK5 binding to MEKK2 WT; actives lie on both sides | binding response (% of control), % at 10 µM | hit rate 1.1% among 290,000; in the data active = binding response below about 67% or above about 130%
MEKK2mut PB1 HTS: signal of MEK5 binding to mutant human MEKK2 PB1 domain. bead flow cytometry, Alexa488-MEK5 binding to MEKK2 mutant. percent response, % at 10 µM. hit rate 0.35% among 290,000; in the data active = percent response above about 24%, passing the limit was not always enough; note: inactives centre near 1; some results filed as inactive read as strong as hits; reference of the scale not given here
NALP1 yeast inh: blocks the NALP1 inflammasome reconstituted in yeast; inhibition, % at 10 µM; S. cerevisiae NALP1/ASC/caspase-1 growth, X-gal OD620, 72 h; hit rate 0.61% among 280,000; in the data active = inhibition mostly above about 24%, no sharp cut-off; inactive = mostly below about 32%; note: some compounds called inactive have numbers as strong as hits
MEKK3 PB1 HTS: MEKK3-MEK5 PB1 interaction, increase or decrease; Q99759; bead-based flow cytometry, Alexa488-MEK5 binding to MEKK3; actives lie on both sides; 0 = blocked by unlabeled MEK5, 100 = vehicle; binding response (% of control), % at 10 µM; hit rate 1.4% among 290,000; AID 1529;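 active = binding response more than 3 SD above or below the average of its plate-row segment, actives on both sides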;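 note: Alexa488 bead fluorescence after subtracting the streptavidin-only scavenger bead signal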
Target sequence (Q99759 whole entry, looked up): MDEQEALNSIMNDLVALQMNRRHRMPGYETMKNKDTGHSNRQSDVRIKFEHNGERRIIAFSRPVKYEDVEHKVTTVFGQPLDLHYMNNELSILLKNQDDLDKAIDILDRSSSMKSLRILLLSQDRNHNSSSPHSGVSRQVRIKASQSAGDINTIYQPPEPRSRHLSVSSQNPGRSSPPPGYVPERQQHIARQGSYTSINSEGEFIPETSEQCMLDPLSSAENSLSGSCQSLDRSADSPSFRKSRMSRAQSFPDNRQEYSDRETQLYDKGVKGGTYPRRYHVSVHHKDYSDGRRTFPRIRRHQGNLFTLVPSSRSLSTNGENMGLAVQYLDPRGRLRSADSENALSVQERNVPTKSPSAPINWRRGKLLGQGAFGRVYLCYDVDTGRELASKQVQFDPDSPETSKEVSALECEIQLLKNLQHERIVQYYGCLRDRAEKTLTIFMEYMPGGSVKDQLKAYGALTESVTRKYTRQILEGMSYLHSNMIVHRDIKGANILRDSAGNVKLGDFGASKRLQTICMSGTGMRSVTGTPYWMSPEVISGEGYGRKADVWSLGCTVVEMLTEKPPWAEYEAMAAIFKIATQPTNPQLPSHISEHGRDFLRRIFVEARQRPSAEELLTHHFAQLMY
GPR7 antagonist: human neuropeptides B/W receptor 1 antagonism; GPR7-expressing cells, fluorescence antagonist assay; inhibition, % at 4.4 µM; hit rate 1.1% among 290,000; AID 1861; in the data active = inhibition above about 16%, passing the limit was not always enough;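 note: cells stimulated with the agonist NPW; 0% = agonist with vehicle and 100% = vehicle without agonist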
OXTR ag: agonists of human oxytocin receptor; activation, % at 3 µM; CHO-OTR cells, Fluo-8 calcium fluorescence; normalized: DMSO 0%, oxytocin 100%; hit rate 0.32% among 320,000; AID 2435;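 active = activation above the mean of all tested compounds plus 3 SD, cutoff set per screening run, cut at about 20% in these data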;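 note: peak over basal fluorescence ratio from a 100 s FLIPR kinetic read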
PHOSPHO1 inh: inhibitors of human PHOSPHO1 phosphatase; Q8TCT1; inhibition, % at 13.3 µM; AID 1565; hit rate 1.1% among 290,000; recombinant PHOSPHO1, absorbance phosphatase assay; in the data active = inhibition above about 60%
GalR3 antag: blocks the human galanin receptor 3 | O60755 | AID 651719 | HEK293 GalR3-CNG cAMP membrane potential fluorescence; galR3 body fused to GalR1 C-terminus | inhibition, % at 3 µM | hit rate 0.44% among 360,000;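 active = inhibition above the screen-wide average plus 3 SD, cut at about 13% in these data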;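 note: forskolin and galanin both at EC90 stimulate the cells; cAMP rise reported by CNG channel membrane potential dye signal; 0% = forskolin plus galanin with DMSO and 100% = forskolin alone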
Target sequence (O60755 1-299 limits assumed): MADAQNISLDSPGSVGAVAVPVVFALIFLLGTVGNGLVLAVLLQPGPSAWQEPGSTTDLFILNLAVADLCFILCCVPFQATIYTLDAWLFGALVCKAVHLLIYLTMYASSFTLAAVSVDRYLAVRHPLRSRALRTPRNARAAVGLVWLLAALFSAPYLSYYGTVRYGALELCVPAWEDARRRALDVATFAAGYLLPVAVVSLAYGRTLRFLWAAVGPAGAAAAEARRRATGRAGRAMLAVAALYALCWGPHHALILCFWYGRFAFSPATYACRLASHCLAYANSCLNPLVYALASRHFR
V1R ag counter: counter-screen for oxytocin receptor agonists: human V1a receptor agonists. CHO-V1R cells, Fluo-8 calcium fluorescence, agonist mode; 0% DMSO, 100% 3 nM vasopressin. activation, % at 3 µM. hit rate 0.25% among 320,000. P37288. AID 2797;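 active = activation above the mean activation of all tested compounds plus 3 SD, per screening run, cut at about 20% in these data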;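 note: signal is peak over basal fluorescence ratio across a 100 second FLIPR read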
Active calls of the source: *; / = no result given.

Each structure is followed by: V1R ag counter	PHOSPHO1 inh	MEKK2mut PB1 HTS	MEKK3 PB1 HTS	GPR7 antagonist	MEKK2wt PB1 HTS	GalR3 antag	NALP1 yeast inh	OXTR ag
> COc1ccc(S(=O)(=O)N2CCC(C(=O)NCc3cccs3)CC2)cc1
    -0.3	28	-14	87	1	81	-7	-10	-2.1
> Cc1ccc(-c2nnn(CC(=O)N(c3cccc(F)c3)C(C(=O)NC3CCCC3)c3ccco3)n2)o1 (configuration not stated)
    0.2	-6	5	103	-4	106	-7	21	-0.7
> C/C(Cc1ccccc1)=N\NC(=O)CNC(=O)c1ccccc1Br
    -0.4	-4	0	99	-1	99	-4	21	0.1
> Brc1ccc2[nH]c3c(NCc4ccccn4)ncnc3c2c1
    6.0	33	-15	90	-12	92	-6	-2	4.1
> O=C1CCCCCN1C(=O)c1ccc(C(=O)N2CCCCCC2=O)cc1
    0.6	-7	3	103	-13	103	0	4	5.1
> CN(C)CCSc1nc(-c2ccccc2)nc2c1COC(C)(C)C2
    0.3	0	16	107	11	116	-6	12	2.2
> CCCCNC(=O)/C=C/c1ccc(S(=O)(=O)Nc2ccc(OC)cc2)cc1
    7.1	17	-4	102	-12	98	-4	-16	3.6
> COc1ccc(Cc2nc3ccc(C(=O)N4CCCN(C=O)CC4)cc3o2)cc1
    1.3	29	-2	103	-12	103	-8	26	1.1
> CCOC(=O)C1CCN(Cc2coc3ccc(Cl)cc3c2=O)CC1
    -0.5	-7	5	106	-12	111	-3	-9	1.5
> COc1ccc(NC(=O)CCc2nnc3ccc(N4CCC5(CC4)OCCO5)nn23)cc1
    0.7	24	8	104	-2	104	-8	20	0.7
> COCCn1c(SCC(=O)c2ccccc2)nc2ccccc2c1=O
    -1.5	-9	-27	111	-5	100	-7	0	-2.1
> Cc1cc(SCC(=O)Nc2cccc(S(=O)(=O)NC3=NCCCCC3)c2)c(C)cc1Br
    3.6	8	1	104	-12	99	-1	27	1.9
> O=C(CCN1C(=O)c2ccccc2C1=O)Oc1ccc2ccccc2c1
    1.0	34	7	106	-7	110	-1	3	1.3
> COc1ccc(OCc2cc(C(=O)NCCN3CCCc4ccccc43)no2)c(Cl)c1
    -0.7	14	11	106	-3	121	2	11	-0.9
> COc1ccc(CN2CCNC(=O)C2CC(=O)NC2CCCC2)c(OC)c1 (configuration not stated)
    1.1	47	13	105	-3	109	-1	-16	-0.1
> COc1ccc(C(c2nnnn2CC2CCCO2)N2CCN(c3ccccc3)CC2)cc1 (configuration not stated)
    0.0	48	1	104	-2	103	-1	10	-0.5
> Cc1ccc(S(=O)(=O)N2CCC(C(=O)N[C@H](C(=O)NCC3CCCO3)C(C)C)CC2)cc1 (some centres not stated)
    -1.0	-19	-1	99	-9	99	-1	25	-1.1
> CCCC1=[N+](CC(=O)c2ccccc2)CCn2cccc21
    2.4	2	13	103	2	109	-1	24	3.6
> CCOC(=O)c1cccc(NC(=O)CSc2nnc(COc3ccccc3C)o2)c1
    4.5	3	0	100	-10	100	-1	10	2.9
> COc1cccc(CN2CCNC(=O)C2CC(=O)NCCOc2cccnc2)c1 (configuration not stated)
    1.0	30	-7	98	-4	85	-2	4	1.5

Sorted by the number under PHOSPHO1 inh (high to low): six of the compounds above
structure	PHOSPHO1 inh
COc1cccc(CN2CCNC(=O)C2CC(=O)NCCOc2cccnc2)c1 (configuration not stated)	30
CCCCNC(=O)/C=C/c1ccc(S(=O)(=O)Nc2ccc(OC)cc2)cc1	17
CCCC1=[N+](CC(=O)c2ccccc2)CCn2cccc21	2
Cc1ccc(-c2nnn(CC(=O)N(c3cccc(F)c3)C(C(=O)NC3CCCC3)c3ccco3)n2)o1 (configuration not stated)	-6
O=C1CCCCCN1C(=O)c1ccc(C(=O)N2CCCCCC2=O)cc1	-7
Cc1ccc(S(=O)(=O)N2CCC(C(=O)N[C@H](C(=O)NCC3CCCO3)C(C)C)CC2)cc1 (some centres not stated)	-19

Remaining list, next part
Each structure is followed by: V1R ag counter	PHOSPHO1 inh	MEKK2mut PB1 HTS	MEKK3 PB1 HTS	GPR7 antagonist	MEKK2wt PB1 HTS	GalR3 antag	NALP1 yeast inh	OXTR ag
> Cc1cccc(NC(=S)NNC(=O)c2ccc(O)cc2O)c1C
    0.6	-1	4	103	2	103	2	-4	0.4
> Cc1cc(Br)ccc1SCC(=O)OC/C(O)=C(\C#N)c1nc2ccccc2[nH]1
    0.9	40	-4	99	-15	93	-4	/	1.0
> Cc1cccc(CNC(=O)C2CCC(=O)N(C3CCCC3)C2)c1 (configuration not stated)
    -1.1	14	5	100	-16	108	-3	1	-0.7
> CCN(CC)CCNC(=O)CN1C(=O)COc2ccc(S(=O)(=O)N3CCOCC3)cc21
    0.3	-1	0	98	-21	97	-1	10	0.6
> Cc1cc(=O)[nH]c(SCC(=O)N2CCN(S(=O)(=O)c3ccccc3)C2)n1
    1.8	-23	1	101	-8	100	-3	7	-0.1
> Cn1c(=O)c2c(-c3ccccc3)n(Cc3cccnc3)cc2n(C)c1=O
    -0.2	9	2	99	8	105	2	5	-0.8
> CCC(c1nnnn1Cc1ccc(F)cc1)N(CCCO)Cc1cc2cc3c(cc2[nH]c1=O)OCO3 (configuration not stated)
    -0.3	17	6	97	-4	105	-4	-6	-0.5
> COC(=O)c1cccc(S(=O)(=O)N2CCCC2)c1
    6.7	-3	-2	102	7	99	-1	3	0.1
> O=C1C2C3C=CC(C3)C2C(=O)N1c1ccc2ccccc2n1 (configuration not stated)
    -1.5	-6	11	107	-15	107	-1	0	-0.9
> O=C(O)Cn1nnnc1SCC(=O)Nc1ccccc1F
    1.4	51	-2	96	-6	96	0	-1	0.7

A different layout for some results above.
smiles | V1R ag counter | PHOSPHO1 inh | MEKK2mut PB1 HTS | MEKK3 PB1 HTS | GPR7 antagonist | MEKK2wt PB1 HTS | GalR3 antag | NALP1 yeast inh | OXTR ag
CCN(CC)CCNC(=O)CN1C(=O)COc2ccc(S(=O)(=O)N3CCOCC3)cc21 | 0.3 | -1 | 0 | 98 | -21 | 97 | -1 | 10 | 0.6
Cc1cc(=O)[nH]c(SCC(=O)N2CCN(S(=O)(=O)c3ccccc3)C2)n1 | 1.8 | -23 | 1 | 101 | -8 | 100 | -3 | 7 | -0.1
Cn1c(=O)c2c(-c3ccccc3)n(Cc3cccnc3)cc2n(C)c1=O | -0.2 | 9 | 2 | 99 | 8 | 105 | 2 | 5 | -0.8
CCC(c1nnnn1Cc1ccc(F)cc1)N(CCCO)Cc1cc2cc3c(cc2[nH]c1=O)OCO3 (configuration not stated) | -0.3 | 17 | 6 | 97 | -4 | 105 | -4 | -6 | -0.5

Carrying on:
Each structure is followed by: V1R ag counter	PHOSPHO1 inh	MEKK2mut PB1 HTS	MEKK3 PB1 HTS	GPR7 antagonist	MEKK2wt PB1 HTS	GalR3 antag	NALP1 yeast inh	OXTR ag
> COc1ccc(C2CC(=O)C(CS(=O)(=O)c3ccccc3)C(=O)C2)cc1 (configuration not stated)
    -0.4	27	-2	107	0	93	5	8	0.3
> COc1ccc(C(=O)N/N=C2/SCC(=O)N2Cc2ccc3c(c2)OCO3)cc1OC
    -0.6	3	5	104	12	105	-1	8	0.0
> OCC1(CCOc2ccccc2)CCN(Cc2ccc(OC(F)F)cc2)CC1
    3.1	29	9	110	-3	128	-4	13	6.6
> CCN1/C(=C2\OC(=S)N(C)C2=O)C=Cc2ccccc21
    0.2	2	-1	101	-1	100	-7	30	0.5
> COc1ccc(C(=O)N2CCc3ccc(NC(=O)c4ccccn4)cc3C2)cc1F
    /	50	-4	104	11	102	-1	14	/
> Cc1ccc(C)c(NC(=O)CN(C)C(=O)CSC(C)C(=O)Nc2cc(C)on2)c1 (configuration not stated)
    -0.1	38	3	100	-2	110	-4	27	0.0
> CC(C)C[C@H](NC(=O)[C@H](Cc1ccccc1)n1c(=O)[nH]c2ccccc2c1=O)C(=O)N1CCC[C@@H]1C(=O)O
    0.5	18	-2	100	-2	98	-7	12	0.3
> Fc1ccc(Oc2nccc(-c3ccc(Cl)cc3)n2)cc1
    0.0	-6	-14	88	-6	93	0	23	-1.9
> CC1CCC(NC(=O)C2CCN(S(=O)(=O)c3ccc4nc5c(c(C(=O)O)c4c3)CC(C)CC5)CC2)CC1 (configuration not stated)
    -0.5	39	-9	93	6	93	-1	14	-0.2
> CSc1ccc(C(=O)C2CCCN(C(=O)CCCn3cncn3)C2)cc1 (configuration not stated)
    0.5	39	-1	102	-16	96	-4	-6	5.1
> CC(C)NC(=O)C(Cc1ccccc1)N1C(=O)c2ccccc2C1=O (configuration not stated)
    -0.2	3	1	97	2	96	-6	-1	0.2
> O=C(/C=C/c1ccc([N+](=O)[O-])cc1)N1CCN(Cc2ccccc2)CC1
    1.6	34	2	103	27	99	-11	4	0.1
> CC(C)(C)NS(=O)(=O)c1ccc(Oc2ncc(C(F)(F)F)cc2Cl)cc1
    -0.5	6	1	106	3	107	-2	29	-2.5
> COCCNS(=O)(=O)c1ccc(-c2ccc(S(=O)(=O)NCCOC)cc2)cc1
    4.7	-1	-2	110	-1	104	-7	-13	5.0
> COc1ccc(N2C(=O)CC(NNc3nc4ccccc4s3)C2=O)cc1 (configuration not stated)
    0.3	11	0	103	5	102	-4	14	0.6
> O=C(Nc1ccc(F)cc1)Nc1nnc(Cc2ccccc2)s1
    0.6	18	2	105	-10	105	-2	17	0.9
> CCOC(=O)C1(Cc2ccccc2C)CCCN(C(=O)c2cc(CC)nn2C)C1 (configuration not stated)
    -1.4	25	-10	101	6	90	1	1	-0.8
> O=C(OCc1c(F)cccc1Cl)c1cnc2ccccc2n1
    -1.4	32	-1	102	-12	100	5	17	-2.4
> COc1ccc(/C=N/NC(=S)Nc2cccc(C(=O)O)c2)cc1
    0.3	8	-2	105	1	104	-5	11	-0.3
> O=C(O)c1ccccc1C(=O)N1CCN(c2ncccn2)CC1
    /	34	-6	92	11	94	-7	7	/
> CCOC(=O)N1CCN(S(=O)(=O)c2ccc3c(c2)SC(C)C(=O)N3)CC1 (configuration not stated)
    9.6	15	/	/	0	/	-4	0	9.8
> CN(c1ccc(C(=O)N2CCOCC2)cc1)S(=O)(=O)c1ccc(Cl)cc1
    2.8	17	3	103	-3	103	-2	15	1.8
